High-throughput results from PubChem.
LYP inhibition: PTPN22 lymphoid phosphatase activity blockers – biochemical, fluorescence intensity, uHTS (AID 1779) | recombinant LYP phosphatase, fluorescence intensity; higher % means a stronger effect | inhibition, % at 11.5 µM, or IC50 in µM where a hit was titrated | actives 0.054% (n = 290,000); in the data active = inhibition above about 50%;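 also: plate controls were vehicle with enzyme for no effect and no enzyme for full effect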
Large T inhibition: SV40 large T antigen inhibitors, biochemical (AID 1903); inhibition, % at 20 µM; hits with a dose series show IC50 in µM; SV40 large T antigen ATPase/helicase inhibition assay; higher % means a stronger effect; actives 0.39% (n = 310,000); in the data active = a potency from the dose series; inconclusive = inhibition mostly from about 32% at the one dose, without a potency; inactive = the rest, 99 in 100 with inhibition below about 32%; also: strong numbers were not always called active
XIAP displacement: XIAP antagonists, biochemical, IAP family, fluorescence polarization (AID 1018) | XIAP BIR domain, fluorescence polarization peptide displacement; higher % means a stronger effect | displacement, % at 20 µM; hits with a dose series show IC50 in µM | actives 0.007% (n = 200,000); in the data active = displacement above about 50%; also: a part of the inactive calls stands beside numbers as strong as those of hits
RSV antiviral HEp-2: RSV antiviral activity via CPE protection, HEp-2 cells, primary 10 µM value included (AID 2391); HEp-2 cells, RSV-induced CPE inhibition; higher % means a stronger effect; one-dose CPE inhibition, % at 10 µM; IC50 in µM for titrated hits; actives 0.13% (n = 310,000); in the data active = a potency from the dose series; inconclusive = CPE inhibition mostly from about 23% at the one dose, without a potency; inactive = the rest, 99 in 100 with CPE inhibition below about 21%; also: strong numbers were not always called active
HIV fusion peptide: cell-free HIV fusion peptide-binding blockers – biochemical, uHTS, fluorescence dequenching, primary screen (AID 1986); inhibition, % at 20 µM; hits with a dose series show IC50 in µM; cell-free peptide binding, fluorescence dequenching, 30 min; higher % means a stronger effect; actives 0.3% (n = 290,000); in the data active = inhibition mostly above about 52%, no sharp cut-off; inactive = mostly below about 76%; also: some results filed as inactive read as strong as hits
Dengue-2 NS5 capping: flavivirus cap methylation enzyme inhibition – biochemical, confirmation dose response, primary screen (AID 588689) | Dengue-2 NS5 methyltransferase capping enzyme assay, biochemical; higher % means a stronger effect | actives 0.3% (n = 340,000) | inhibition, % at 25 µM, or IC50 in µM where a hit was titrated; in the data active = a potency from the dose series; inconclusive = inhibition above about 29% without an active follow-up result
MgcRacGAP inhibition: MgcRacGAP GTPase-activating activity inhibitors, confirmation, biochemical, ADP Hunter fluorescence. MgcRacGAP-stimulated Rac1 GTP hydrolysis, ADP Hunter fluorescence; higher % means a stronger effect; GST-tagged Rac1 F28L mutant substrate. AID 624330. one-dose inhibition, % at 30 µM; IC50 in µM for titrated hits. actives 0.6% (n = 340,000);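 active = first-screen hits whose inhibition reached a set limit at any dose in the follow-up dose series; inconclusive = inhibition above the set first-screen limit but never retested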;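 also: fluorescence reports GDP produced by GAP-driven GTP hydrolysis; strong numbers were not always called active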
AID2073: inhibitors of Mint1-CaV2.2 protein interaction, biochemical, HTRF (AID 2073). HTRF protein-protein interaction, Mint1-CaV2.2; higher % means a stronger effect. inhibition, % at 20 µM, or IC50 in µM where a hit was titrated. actives 0.19% (n = 290,000); in the data active = inhibition mostly above about 51%, no sharp cut-off; inconclusive = no clear call, values can overlap the other calls; inactive = mostly below about 53%; also: some results filed as inactive read as strong as hits
SIAH1 antagonists: blockers of Siah-1 interaction with plectin peptide – biochemical, fluorescence polarization, rhodamine-plectin, uHTS, primary screen (AID 1817); actives 0.02% (n = 290,000); one-dose displacement, % at 20 µM; IC50 in µM for titrated hits; Siah-1 / rhodamine-plectin peptide fluorescence polarization; higher % means a stronger effect;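 active = displacement of at least 50% at 20 µM, with a fluorescence ratio check between 0.3 and a set limit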;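 also: plate controls were Siah plus tracer with DMSO for no effect and tracer alone without Siah for full effect; strong numbers were not always called active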
* = called active by the depositor; ? = inconclusive; · = not tested or not shown.

1: COc1ccc(NC(=O)C2CCCN(S(=O)(=O)c3cccc4cccnc34)C2)c(OC)c1 (stereo not drawn)
2: O=C(NC1CCCCC1)N1CCSC1=Nc1ccccc1
3: CSc1ccccc1OCc1cc(C(=O)NCCCn2nc(C)cc2C)no1
4: CCn1c(SCC(=O)N2CCOCC2)nc2c([nH]c3ccccc32)c1=O
5: COc1ccc(C2C(C#N)=C(N)N3C(=C2C#N)Sc2ccccc23)cc1 (stereo not drawn)
6: CC#CC(=O)N1CCC(C(=O)Nc2ccc(Oc3ccccc3)nc2)CC1
7: CCC1/C(=N\O)CC(c2ccco2)NC1c1ccco1 (stereo not drawn)
8: CS(=O)(=O)n1nc(-c2ccc(Cl)cc2)nc1N
assay / entry,1,2,3,4,5,6,7,8
LYP inhibition,-6%,-1%,-3%,-7%,0%,-12%,-6%,-5%
Large T inhibition,17%,-1%,-2%,8%,19%,21%,5%,23%
XIAP displacement,-1.4%,-6.0%,·,·,-4.2%,·,-3.0%,-10%
RSV antiviral HEp-2,0.4%,15%,1.7%,2.5%,1.4%,10%,0.0%,1.2%
HIV fusion peptide,0.5%,1.8%,-1.5%,1.3%,-2.4%,0.9%,-1.0%,-0.4%
Dengue-2 NS5 capping,1%,-4%,-2%,5%,·,-3%,-5%,2%
MgcRacGAP inhibition,11%,5%,-1%,-1%,·,5%,3%,9%
AID2073,9%,-4%,16%,11%,22%,-2%,-1%,8%
SIAH1 antagonists,0%,1%,-5%,7%,0%,-1%,-1%,24%

The closing four entries of the section above open the next one:
5: COc1ccc(C2C(C#N)=C(N)N3C(=C2C#N)Sc2ccccc23)cc1 (stereo not drawn)
6: CC#CC(=O)N1CCC(C(=O)Nc2ccc(Oc3ccccc3)nc2)CC1
7: CCC1/C(=N\O)CC(c2ccco2)NC1c1ccco1 (stereo not drawn)
8: CS(=O)(=O)n1nc(-c2ccc(Cl)cc2)nc1N
9: Cc1ccc(C(=O)CNc2ccc(Cl)cc2)cc1
10: CCN(CC)Cc1c(C(=O)N/N=C/c2cccs2)nnn1-c1nonc1N
11: CC(=O)Nc1nnc(SCc2ccc(F)cc2)s1
12: COc1ccc(-n2cnc3sccc3c2=O)cc1
13: O=C(Nc1ncc([N+](=O)[O-])s1)C1CCN(S(=O)(=O)c2cnc[nH]2)CC1
14: COc1ccc(C(=O)N2CCN(C)C(=O)[C@@H]2C)cc1OC1CCN(C(C)=O)CC1
15: O=C(Cn1cc2c(n1)CCCC2)NC1CCN(Cc2ccccc2)CC1
16: O=C1C2CCCN2C(=O)N1CCCCN1CCN(c2ccccc2)CC1 (stereo not drawn)
assay / entry,5,6,7,8,9,10,11,12,13,14,15,16
LYP inhibition,0%,-12%,-6%,-5%,-8%,6%,-6%,-11%,-3%,-2%,2%,-1%
Large T inhibition,19%,21%,5%,23%,15%,8%,2%,20%,7%,6%,1%,5%
XIAP displacement,-4.2%,·,-3.0%,-10%,-5.2%,·,0.3%,·,-1.7%,·,2.1%,1.1%
RSV antiviral HEp-2,1.4%,10%,0.0%,1.2%,1.8%,1.0%,-0.5%,1.1%,1.5%,0.9%,1.1%,0.2%
HIV fusion peptide,-2.4%,0.9%,-1.0%,-0.4%,20%,0.3%,1.4%,-1.8%,2.1%,1.4%,0.9%,-1.0%
Dengue-2 NS5 capping,·,-3%,-5%,2%,-13%,4%,-5%,3%,1%,-3%,-6%,5%
MgcRacGAP inhibition,·,5%,3%,9%,2%,4%,1%,6%,-2%,3%,11%,5%
AID2073,22%,-2%,-1%,8%,6%,3%,-7%,11%,-5%,0%,-1%,-6%
SIAH1 antagonists,0%,-1%,-1%,24%,21%,6%,-1%,8%,1%,2%,3%,-10%

17: CC(=O)Nc1ccc(S(=O)(=O)NCCC(=O)OC(C)C(=O)c2ccc(C)cc2)cc1 (stereo not drawn)
18: CCn1ncc(Br)c1C(=O)Nc1ncc(C)s1
19: O=[N+]([O-])c1cccnc1Sc1n[nH]c(-c2ccc(Cl)cc2)n1
20: CCC(C)Sc1nnc(NS(=O)(=O)Cc2ccccc2)s1 (stereo not drawn)
21: O=C(Nc1ccc(Br)cc1)C1Cc2ccccc2O/C1=N\O (stereo not drawn)
22: COc1ccccc1CNC(=O)c1sccc1-c1ccccc1
23: CC[C@H](C)[C@H](NC(=O)c1ccccc1)C(=O)Nc1ccc(S(=O)(=O)Nc2cc(C)nc(C)n2)cc1
24: CN(Cc1ccccc1F)C(=O)CNC(=O)Cc1cccc2ccccc12
assay / entry,17,18,19,20,21,22,23,24
LYP inhibition,-9%,-4%,-10%,-3%,-1%,-6%,-7%,-8%
Large T inhibition,5%,5%,5%,11%,0%,4%,73%,5%
XIAP displacement,·,-3.8%,·,·,·,·,·,·
RSV antiviral HEp-2,0.9%,2.0%,0.5%,1.7%,0.8%,14%,-0.7%,3.6%
HIV fusion peptide,-0.8%,1.2%,-0.9%,2.4%,-2.6%,-0.2%,0.0%,0.4%
Dengue-2 NS5 capping,-5%,-5%,-1%,·,-5%,2%,-8%,-3%
MgcRacGAP inhibition,3%,3%,12%,12%,5%,6%,6%,7%
AID2073,6%,-9%,-13%,49%,17%,-11%,7%,5%
SIAH1 antagonists,-6%,5%,-3%,-6%,-7%,-2%,0%,2%

25: CC(C)[C@H](NC(=O)c1ccco1)C(=O)OCC(=O)Nc1ccc(Cl)c(S(=O)(=O)N(C)C)c1
26: O=C(Nc1ccccc1C(=O)Nc1ccccc1C(=O)O)c1ccccc1
27: COc1cc2cc(C(=O)N3CCN(Cc4ccc5c(c4)OCO5)CC3)[nH]c2cc1OC
28: O=C(Oc1ccc(/C=N/O)cc1)c1ccccc1
29: O=C(CSc1nnc(COc2ccccc2)n1Cc1ccco1)NCc1ccco1
30: CN1CCN(c2ccc(NC(=O)c3ccc(Br)o3)cc2)CC1
31: O=C(N1CCOCC1)N1CCc2ccccc21
32: CCC/C=N/Nc1nnc(Cc2ccccc2)c(=O)[nH]1
assay / entry,25,26,27,28,29,30,31,32
LYP inhibition,-4%,-2%,-6%,-6%,-5%,-2%,-8%,-3%
Large T inhibition,10%,3%,6%,18%,19%,5%,4%,1%
XIAP displacement,·,·,·,-2.0%,1.2%,·,·,·
RSV antiviral HEp-2,0.0%,6.0%,0.1%,-0.5%,-0.5%,-0.4%,0.3%,0.7%
HIV fusion peptide,-0.8%,28%,0.3%,2.6%,-1.1%,-1.3%,-0.7%,-1.0%
Dengue-2 NS5 capping,-9%,3%,-10%,1%,-2%,-5%,-11%,-4%
MgcRacGAP inhibition,14%,6%,-8%,26%,20%,10%,8%,-2%
AID2073,-13%,?,15%,-7%,16%,-4%,6%,7%
SIAH1 antagonists,-3%,-1%,-2%,4%,1%,-6%,-3%,2%

33: COc1ccccc1NC(=O)c1cc(C(=O)Nc2ccccc2OC)cc(N2C(=O)CCC2=O)c1
34: C/C(=N\Nc1ccc(C#N)cc1[N+](=O)[O-])c1ccc(C)o1
35: Cc1ccc(SCC(=O)Nc2ccc(C(=O)Nc3ccc(O)cc3)cc2)cc1
36: Cc1ccc(C)c(NC(=O)CN(C)C(=O)c2cc(S(=O)(=O)N3CCOCC3)ccc2N2CCCC2)c1
37: Cc1nc(C)n(C(C)CNC(=O)c2ccco2)n1 (stereo not drawn)
38: CCOC(=O)c1ccc(NC(=O)NCc2ccccc2OC)cc1
39: O=C(NC1CCCCC1)N1CCN(CCc2ccccc2)CC1
40: CCN1/C(=C/c2ccc3cccc(C)c3[n+]2CC)Sc2ccccc21
assay / entry,33,34,35,36,37,38,39,40
LYP inhibition,-6%,3%,-4%,-10%,-8%,6%,-5%,-4%
Large T inhibition,6%,12%,2%,14%,13%,0%,21%,11%
XIAP displacement,-0.5%,·,-5.7%,·,·,-7.6%,-6.5%,-10%
RSV antiviral HEp-2,2.0%,·,7.0%,0.8%,1.0%,8.3%,-0.2%,-3.8%
HIV fusion peptide,1.4%,-2.3%,-0.8%,-1.6%,-1.4%,2.3%,-0.9%,12%
Dengue-2 NS5 capping,-4%,·,0%,0%,·,-2%,-2%,-65%
MgcRacGAP inhibition,3%,·,13%,-2%,-9%,3%,6%,18%
AID2073,-2%,11%,13%,3%,15%,-3%,13%,44%
SIAH1 antagonists,3%,2%,5%,-6%,-4%,-3%,4%,-3%

41: O=C(Nc1cccc(-c2nc3ccccc3[nH]2)c1)c1ccccn1
42: Cc1cc(C)cc(Nc2cc(C)nc3nc(C)nn23)c1
43: CCCOc1ccc(C(=O)NNC(=S)NC(=O)c2ccccc2[N+](=O)[O-])cc1
44: CCOC(=O)c1cnc(-n2nc(C)cc2C)nc1NNc1nc(C)cc(C)n1
45: CC(C)Cn1c(O)c(N=NC(=O)c2cccc(S(=O)(=O)N3CCCCC3)c2)c2ccccc21
46: OCC[C@H]1C[C@H](O)[C@@H](O)[C@@]2(CCc3ccccc3O2)O1
47: CN(C(=O)COC(=O)CSc1ccc(C(N)=O)cc1[N+](=O)[O-])C1CCS(=O)(=O)C1 (stereo not drawn)
48: Cc1cc(O)c(C(=O)/C=C/c2ccccc2)c(=O)o1
assay / entry,41,42,43,44,45,46,47,48
LYP inhibition,-7%,-5%,-6%,-1%,9%,·,·,3%
Large T inhibition,0%,0%,12%,16%,-2%,7%,13%,7%
XIAP displacement,·,-0.5%,·,·,-7.4%,·,·,·
RSV antiviral HEp-2,12%,-0.3%,-1.6%,0.6%,9.3%,-1.5%,2.7%,?
HIV fusion peptide,-1.1%,-1.6%,6.5%,-2.9%,-2.6%,·,·,20%
Dengue-2 NS5 capping,1%,0%,-2%,-2%,3%,3%,5%,-14%
MgcRacGAP inhibition,-1%,3%,9%,9%,6%,-2%,8%,12%
AID2073,-2%,-4%,-22%,-15%,0%,·,·,28%
SIAH1 antagonists,-2%,1%,-12%,4%,-4%,·,·,3%

49: Cc1nn(-c2ccccc2)c(C)c1NC(=O)COc1ccc(C#N)cc1
50: CCn1nc(NC(=O)c2ccccc2)c2cc3cccc(C)c3nc21
51: CCc1ccc(OC(C)c2nnc(SCC(=O)Nc3ncccc3C)n2C)cc1 (stereo not drawn)
52: COC(=O)c1ccc(Cn2nnc3c(=O)[nH]c(C4CCCN(S(=O)(=O)c5cccc(Cl)c5)C4)nc32)cc1 (stereo not drawn)
53: CCc1cc2c(=O)n(-c3ccccc3)cnc2s1
assay / entry,49,50,51,52,53
LYP inhibition,-6%,1%,-10%,-3%,-2%
Large T inhibition,-1%,10%,5%,3%,0%
XIAP displacement,-3.4%,·,1.1%,·,2.0%
RSV antiviral HEp-2,3.0%,60%,14%,0.8%,-0.2%
HIV fusion peptide,3.2%,1.4%,-1.6%,-0.2%,-1.7%
Dengue-2 NS5 capping,2%,4%,-2%,-2%,-4%
MgcRacGAP inhibition,11%,4%,8%,-1%,-4%
AID2073,-2%,7%,-5%,21%,8%
SIAH1 antagonists,6%,0%,-9%,-5%,0%
